Screens (PubChem)
PPARg SRC-2 ag = agonists of PPARg-SRC-2 recruitment, primary screen, biochemical, HTS | PPARgamma LBD-SRC-2 recruitment | activation, % at 8 µM | 200,000 tested, 0.34% active | Peroxisome proliferator-activated receptor gamma (Homo sapiens), P37231; in the data active = activation above about 22%;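 note: 0% = vehicle and 100% = reference agonist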
Target sequence (P37231 whole entry, looked up, the tested form may be a part): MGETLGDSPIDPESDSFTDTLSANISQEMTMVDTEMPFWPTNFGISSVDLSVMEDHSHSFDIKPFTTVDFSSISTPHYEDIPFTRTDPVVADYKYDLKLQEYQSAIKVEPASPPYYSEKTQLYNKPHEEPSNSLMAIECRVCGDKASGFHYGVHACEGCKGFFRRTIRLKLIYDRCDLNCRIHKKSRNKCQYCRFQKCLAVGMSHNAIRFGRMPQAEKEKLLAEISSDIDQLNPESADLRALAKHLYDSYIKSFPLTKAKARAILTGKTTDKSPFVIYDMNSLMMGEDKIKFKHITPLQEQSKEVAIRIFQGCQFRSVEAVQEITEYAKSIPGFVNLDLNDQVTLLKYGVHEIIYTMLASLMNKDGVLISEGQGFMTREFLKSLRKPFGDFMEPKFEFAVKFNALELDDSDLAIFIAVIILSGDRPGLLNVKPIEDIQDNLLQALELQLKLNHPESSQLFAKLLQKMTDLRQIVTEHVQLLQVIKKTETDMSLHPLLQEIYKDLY
bIAP inh = bovine intestinal alkaline phosphatase inhibitors, primary screen, selectivity assay for TNAP inhibitor project, biochemical, bovine IAP, CDP-star luminescence. purified bovine IAP, 30 min. 190,000 tested, under 10 active. inhibition, % at 20 µM. AID 1019, 2008;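 active = over 50% inhibition of intestinal alkaline phosphatase at 20 µM in the single-dose screen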
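Incubation: 30 min reaction at room temperature / Material: purified bovine intestinal alkaline phosphatase (IAP) enzyme / Input: enzyme at 1/65,000,000 dilution / Dosing: 20 µM single dose / Signal: CDP-star luminescence signal / Reagent: CDP-star chemiluminescent phosphatase substrate, 30 µM final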
PPARg SRC-3 ag = PPARgamma agonists recruiting SRC-3 coactivator, primary screen, biochemical; activation, % at 8 µM; biochemical PPARgamma/SRC-3 coactivator recruitment assay; AID 731, 2007; Peroxisome proliferator-activated receptor gamma (Homo sapiens), P37231; 200,000 tested, 0.26% active; in the data active = activation above about 23%;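 note: 0% = DMSO and 100% = reference agonist; some compounds past the cut are filed as inactive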
bIAP act = bovine intestinal alkaline phosphatase activators, primary screen, biochemical, bovine IAP, CDP-star luminescence. alkaline phosphatase, intestinal [Bos taurus]. purified bovine IAP, 30 min; stronger effect = higher value; fold of DMSO-control signal, blank-subtracted. activation factor at 20 µM. 200,000 tested, 0.17% active;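 active = activation factor of 2 or more at 20 µM, a signal rise over negative controls twice the positive control's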
TNAP act hi DEA = TNAP activators at high phosphate acceptor level, primary screen, biochemical, luminescence, uHTS; Alkaline phosphatase, tissue-nonspecific isozyme (Homo sapiens), P05186; purified TNAP, CDP-star luminescence, 1 M DEA, 30 min; stronger effect = higher value; 0 = EDTA background, 1 = DMSO-only activity; activation factor at 20 µM; 200,000 tested, under 10 active; AID 1136, 2008;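 active = activation factor at least 2 at 20 µM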
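Assay system: human TNAP; Input: enzyme diluted 1/800 final; Reagent: CDP-star luminogenic substrate at 100 µM final; Timing: 30 min, room temperature; Signal: luminescence; Evaluation: TNAP activation factor scaled between EDTA and DMSO control wells.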
STAT3 blocker = IL-6 driven STAT3 reporter inhibitors, primary screen, U3A cells, luciferase, luminescence, MLSCN library. IL-6 STAT3-luciferase reporter; host cell line lacks STAT1. inhibition, % at 5.5 µM. 190,000 tested, 0.89% active. AID 862, 2007;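 active = inhibition above the mean inhibition across all screened compounds plus 3 SD, cut at about 44% in these data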;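 note: 0% = DMSO only wells and 100% = 100 µM nifuroxazide control wells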
STAT3 activator = IL-6 driven STAT3 reporter potentiators, primary screen, U3A cells, luciferase, luminescence, MLSCN library | IL-6 STAT3-luciferase reporter; 100% = signal with IL-6 EC80 alone | activation (% of control), % at 5.6 µM | 190,000 tested, 0.91% active | AID 871, 2007;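 active = activation above the screen-wide mean of compound activation plus 3 SD, cut at about 130% in these data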;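 note: 0% = background luminescence of wells with medium and substrate only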
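Test system: human U3A cells carrying STAT3-luciferase construct; control set: IL-6-only wells as 100% reference; timing: compound pre-incubation 1 h before IL-6, then 6 h stimulation at 37 °C; also added: IL-6 stimulus at 33 ng/mL final; evaluation: % activation versus median of IL-6-stimulated wells; detection: reporter luminescence signal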
TR-FRET SRC-2 ct = TR-FRET signal artefacts, primary screen, artefact control for PPARgamma SRC-2 agonist project, biochemical; TR-FRET artefact counter-screen; stronger effect = higher value; TR-FRET ratio at 8 µM; 200,000 tested, 0.4% active; in the data active = TR-FRET ratio above about 2000; note: inactives centre near 1500
PPARg SRC1 recr = PPARgamma agonists recruiting SRC-1 coactivator, primary screen, biochemical; Peroxisome proliferator-activated receptor gamma (Homo sapiens), P37231; PPARgamma-SRC-1 coactivator recruitment biochemical assay; activation, % at 8 µM; 200,000 tested, 0.41% active; AID 631, 2007; in the data active = activation above about 19%;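 note: 0% = DMSO and 100% = reference agonist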
STAT1 inh = STAT1 signaling inhibitors, primary screen, cell-based, HTS, luciferase reporter. NIH 3T3 STAT1-luciferase reporter, IFN-gamma, luminescence. inhibition, % at 5.5 µM. 200,000 tested, 0.35% active;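 active = inhibition above a set limit, the mean inhibition across all tested compounds plus 3 SD, cut at about 34% in these data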;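 note: 0% = IFN-gamma with DMSO and 100% = IFN-gamma with 300 µM nifuroxazide; values of inactives mirror those of a sister screen read the other way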
ROMK mod = ROMK potassium channel modulators, primary screen, cell-based, thallium flux, MLSMR library; ATP-sensitive inward rectifier potassium channel 1 (Homo sapiens), P48048; Tet-inducible ROMK, thallium flux fluorescence; actives lie on both sides; B-score at 10 µM; 130,000 tested, 2% active;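 active = signal ratio slope over the read window, or its plate-corrected B-score, at least 3 SD from the plate mean, either direction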;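 note: B-score of the F/F0 ratio slope over 7 to 12 s after thallium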
Target sequence (P48048 whole entry, looked up): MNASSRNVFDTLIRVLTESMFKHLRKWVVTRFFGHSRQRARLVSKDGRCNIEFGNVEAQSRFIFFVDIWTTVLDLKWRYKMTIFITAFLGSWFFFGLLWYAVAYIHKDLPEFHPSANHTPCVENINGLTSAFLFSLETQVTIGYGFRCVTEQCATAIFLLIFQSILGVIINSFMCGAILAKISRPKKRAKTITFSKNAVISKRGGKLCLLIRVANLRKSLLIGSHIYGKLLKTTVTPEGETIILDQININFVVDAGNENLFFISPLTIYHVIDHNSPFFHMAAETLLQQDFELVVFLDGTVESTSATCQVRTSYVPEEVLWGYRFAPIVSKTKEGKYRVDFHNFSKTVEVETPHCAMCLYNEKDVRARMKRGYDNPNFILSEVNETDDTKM
An asterisk follows results filed as active; . = not tested or not shown.

SMILES	PPARg SRC-2 ag	bIAP inh	PPARg SRC-3 ag	bIAP act	TNAP act hi DEA	STAT3 blocker	STAT3 activator	TR-FRET SRC-2 ct	PPARg SRC1 recr	STAT1 inh	ROMK mod
COc1ccc(NC(=O)NCCN2C(=O)C3C4C=CC(C4)C3C2=O)cc1 (stereo unspecified)	5	4	-4	1	1	-10	113	1598	3	-14	.
C=CCn1c(SCC(=O)N2CCCC2)nc2cc(C(=O)NCC3CCCO3)ccc2c1=O (stereo unspecified)	-15	0	-9	1	1	8	97	1484	4	-6	2
CC(=O)Nc1ccc2nc(NC(=O)CCc3ccccc3)sc2c1	0	-3	4	1	1	-1	103	1581	5	-37	-0.24
COc1ccc(-n2nnnc2SC(C)C(=O)NCC(=O)Nc2ccc(F)c(F)c2F)cc1 (stereo unspecified)	-1	17	6	0.8	1	6	96	1408	7	-7	-0.62
CCn1c(SCc2nc3ccccc3c(=O)[nH]2)nnc1-c1cccnc1	-3	9	0	0.9	1	-2	105	1584	1	-4	.
CN1CCN(c2ccc(S(=O)(=O)N3CCCCC3)cc2NC(=O)c2ccc(F)cc2F)CC1	5	2	-3	1	1	6	98	1783	-4	-2	-1
Cc1ccnc2nc(C(=O)Nc3ccc(N4CCOCC4)cc3)nn12	-3	5	0	0.9	1	4	97	1511	-4	-1	0.38
CC1=CC(C)(C)N(C(=O)CCl)c2cc(C)ccc21	7	5	-1	0.9	1	9	98	1685	2	12	0.021
Cc1ccc(NC(=O)c2c(C)nc(Nc3nc4ccccc4o3)nc2C)cc1	-1	-39	8	1.4	1	13	91	1746	10	8	.
O=C(CN1CCN(S(=O)(=O)c2ccccc2)CC1)NC(=O)NC1CCCCC1	14	-3	-2	1	1	1	99	1442	-3	6	-0.3
O=C(Cn1c(=O)oc2ccccc21)Nc1nc(-c2ccc(Br)cc2)cs1	-6	7	-2	0.9	1	0	99	1469	-13	-21	.
CC(NCc1cccc(OCc2ccccc2)c1)C(O)c1ccccc1 (stereo unspecified)	8	-1	2	1	1.1	10	98	1607	9	-6	-2.2
COc1ccccc1CNC(=O)c1c(N)n(CCCN2CCOCC2)c2nc3ccccc3nc12	8	-6	-4	1.1	1	23	90	1764	6	-11	.
CCOc1cc(CNC2CCCC2)cc(Cl)c1OCc1ccc(F)cc1	3	-8	6	1.1	1	2	99	1531	4	3	-3.8*
Cc1cc(N=Cc2cc(Cl)ccc2O)no1	-3	5	2	0.9	1	8	101	1480	2	3	.
O=C(NCc1ccco1)c1cccc(NS(=O)(=O)c2ccccc2F)c1	2	2	5	1	1	4	100	1497	3	4	-1.3
O=C(Cc1cc(=O)[nH][nH]1)N/N=C/c1c(F)cccc1Cl	4	-20	4	1.2	1	12	93	1724	9	4	-0.39
CCCCNC(=O)c1cc2c(=O)n3cccc(C)c3nc2n(Cc2ccncc2)c1=N	2	2	6	1	1	5	100	1602	-2	-16	.
CCN1C(=O)C(c2ccc(O)cc2)(c2ccc(O)cc2)c2ccccc21	4	2	2	1	1	7	95	1509	-3	3	-0.026
Cn1cc(CN2CCC(C(O)c3cccs3)CC2)c(-c2cccc(Cl)c2)n1 (stereo unspecified)	1	-16	4	1.2	1	0	102	1443	2	-4	-2.4
COc1ccc(C2Oc3ccccc3N2C(C)=O)cc1 (stereo unspecified)	-2	1	-3	1	1.1	3	99	1578	1	-6	.
COc1ccc(OC)c(NC(=O)CC(NCCC2=CCCCC2)C(=O)O)c1 (stereo unspecified)	5	-1	-1	1	1.1	3	101	1595	0	-2	.
CCn1c(COc2ccc(C)cc2)nnc1SCC(=O)NCc1ccco1	-2	-19	-1	1.2	1.1	-1	103	1424	-6	-6	-0.41
COc1ccccc1-n1c(N)c(C(N)=O)sc1=S	10	6	10	0.9	1	8	95	1639	3	4	0.71
Cc1nn(-c2ccccc2)c2sc(C(=O)NNC(=O)COc3ccccc3)cc12	11	-46	10	1.5	1.1	3	104	1609	1	-16	.

Next section, overlapping the part above by three compounds.
SMILES	PPARg SRC-2 ag	bIAP inh	PPARg SRC-3 ag	bIAP act	TNAP act hi DEA	STAT3 blocker	STAT3 activator	TR-FRET SRC-2 ct	PPARg SRC1 recr	STAT1 inh	ROMK mod
CCn1c(COc2ccc(C)cc2)nnc1SCC(=O)NCc1ccco1	-2	-19	-1	1.2	1.1	-1	103	1424	-6	-6	-0.41
COc1ccccc1-n1c(N)c(C(N)=O)sc1=S	10	6	10	0.9	1	8	95	1639	3	4	0.71
Cc1nn(-c2ccccc2)c2sc(C(=O)NNC(=O)COc3ccccc3)cc12	11	-46	10	1.5	1.1	3	104	1609	1	-16	.
CCn1c(SCC(=O)NCC(=O)Nc2ccc(F)cc2)nnc1-c1ccncc1	6	1	7	1	1	-2	105	1512	11	6	.
Cc1ccc(S(=O)(=O)N(CC2CO2)c2ccccc2[N+](=O)[O-])cc1 (stereo unspecified)	11	5	-1	0.9	1	0	102	1559	0	2	0.14
CCOC(=O)Cn1nc(C)n(-c2cccc(Cl)c2)c1=O	6	-6	-1	1.1	1	-6	109	1420	-2	-7	-0.052
CN(C)c1ccc(NC(=S)N(CCc2ccccc2)C2CC(=O)N(c3c(Cl)cccc3Cl)C2=O)cc1 (stereo unspecified)	-1	-3	-11	1	0.9	-2	111	1514	-1	-2	.
CSCCC(NC(=O)OC(C)(C)C)C(=O)Oc1ccc2c(=O)c(-c3ccc4c(c3)OCCO4)coc2c1 (stereo unspecified)	-1	2	4	1	1	23	90	1634	4	-32	.
CC1CC(C)(C)NC(=S)N1CCC(=O)N1CCN(Cc2ccccc2)CC1 (stereo unspecified)	-13	37	0	0.6	1	5	99	1524	-7	-2	0.41
O=C(COc1ccccc1F)Nc1cc(S(=O)(=O)N2CCOCC2)ccc1N1CCOCC1	-4	-1	-2	1	1	-4	104	1483	0	3	0.97
COc1ccc(NC(=O)N2CCC(c3ccccc3)C2)c(OC)c1 (stereo unspecified)	-6	-2	3	1	1.1	17	93	1434	0	-3	.
Cc1ccc(C(C)C)c(OCCN(C)C)c1	-7	4	-7	1	1	16	91	1450	0	0	-0.66
COc1ccc(/C=C/C(=O)C2(O)CCCCC2)cc1OC	3	-3	5	1	1	9	94	1605	13	7	-0.18
C/C(CC(=O)Nc1cccc(C(F)(F)F)c1)=N\NC(=O)C1CCCCC1	-1	14	2	0.9	1.1	1	104	1455	0	-6	-0.56
O=C(NCC1COc2ccccc2O1)c1cc2ccccc2o1 (stereo unspecified)	6	-4	13	1	1	3	100	1485	-1	-8	0.061
CCOC(=O)C1CCN(C(=O)CN(c2cc(OC)ccc2OC)S(=O)(=O)c2ccccc2)CC1	5	-2	1	1	1.1	21	87	1388	9	18	.
CCOC(=O)c1nnc(-c2ccc(C)cc2)nc1Sc1ccccc1Cl	7	7	-9	0.9	1	0	107	1582	1	-2	1.6
CN1CCN(CCCNC(=O)Cn2ncc3c4ccccc4n(C)c3c2=O)CC1	12	10	14	0.9	1	-4	108	1541	3	-2	.
CCC(=O)N(C)CCc1cc2c(c(OC)c1/C=N/NC(=O)c1ccccc1O)OCO2	4	14	7	0.9	1	13	91	1717	0	13	.
CN(C)/C=C/C(=O)c1cnc(-c2ccccc2)s1	-6	0	1	1	1	24	86	1689	0	-34	0.65
O=C(NCCN1CCN(Cc2ccccc2)CC1)c1cc2c(=O)[nH]c3ccccc3c2s1	5	0	5	1	1	20	84	1588	1	1	.
CC(C)Oc1cc(NC(=O)CSCC(=O)Nc2cccc(C(F)(F)F)c2)c(Cl)cc1Cl	-4	31	-1	0.7	1	6	95	1449	0	-3	.
COc1ccc2c(c1)C(c1cccs1)=NNC(c1ccncc1)=N2	5	7	5	0.9	1.1	0	111	1600	16	7	-1
c1cc2c(cc1C1CCCCC1)c1c3n2CCCNC3CCC1 (stereo unspecified)	10	2	12	1	1	5	98	1548	2	-3	-0.5
COc1ccc(C2=[N+](C)CCn3cccc32)c(OC)c1	-5	0	1	1	1	0	104	1454	-1	21	0.11
C=CCNC(=O)CSc1ccc(Cl)cc1	7	10	3	0.9	1	-4	103	1495	0	-1	.
CCN1CCCC1CNC(=O)c1cc2c(=O)n(C)c3ccccc3c2n1C (stereo unspecified)	14	-3	3	1	1	4	101	1571	0	-13	.
CN(C1CCCC1)C1CCN(C(=O)CNC(=O)/C=C/c2cccc(C(F)(F)F)c2)CC1	3	-3	-3	1	1	6	106	1609	-2	7	-1.5
Following part:
SMILES	PPARg SRC-2 ag	bIAP inh	PPARg SRC-3 ag	bIAP act	TNAP act hi DEA	STAT3 blocker	STAT3 activator	TR-FRET SRC-2 ct	PPARg SRC1 recr	STAT1 inh	ROMK mod
Cc1ccccc1C1=NC(C(F)(F)F)(C(F)(F)F)c2c(n(-c3ccc(F)cc3)c(=O)[nH]c2=O)N1	-1	8	-2	0.9	1	6	96	1298	-9	1	0.39
COc1ccc(C(=O)COC(=O)C(CC(C)C)N2C(=O)c3ccccc3C2=O)cc1 (stereo unspecified)	9	-28	10	1.3	1	-7	106	1698	3	16	.
COc1ccc(OC)c(S(=O)(=O)Nc2ccccc2C(F)(F)F)c1	3	9	3	0.9	1	2	102	1580	-2	2	.
Cc1nnsc1NC(=O)OCc1ccccc1Cl	3	7	3	0.9	1	16	96	1525	3	10	.
CCOC(=O)c1cc(C(C)=O)c(=O)[nH]c1C	3	-11	-2	1.1	1	4	99	1467	-1	-5	0.11
CC(C)C(=O)N1CCN(c2ccc(NC(=O)c3ccc(Br)o3)cc2)CC1	1	4	3	1	1	0	102	1495	1	2	0.73
CC(=O)Oc1ccc(-c2cccc(C(=O)OCC(=O)N(C)c3ccccc3)c2)cc1	-6	-1	1	1	1	0	99	1401	-10	-3	.
Cc1ccc(-n2c(Cc3cccn3C)nnc2SCC(=O)Nc2ccc3c(c2)OCO3)cc1	-2	6	-8	0.9	1.1	21	87	1393	0	27	.
CCOC(=O)c1c(N)nn(C(=O)C(C)C)c1-c1ccccc1	5	-10	-8	1.1	1.1	-8	110	1691	4	1	.
Cc1cc(C)c(C#N)c(SCc2ccccc2F)n1	-7	27	0	0.7	1.1	18	89	1596	-3	0	-0.45
